# Assay outcomes as filed in PubChem BioAssay.
# pPAFAH FP inh: inhibitors of human plasma PAF acetylhydrolase (pPAFAH). recombinant pPAFAH, FP-rhodamine probe fluorescence polarization. inhibition, % at 3.39 µM. AID 463082. actives 1.5% (n = 330,000). Q13093;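 active = inhibition above the mean inhibition across the screen plus 3 SD, cut at about 25% in these data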;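 note: inhibitors block binding of the rhodamine activity-based probe so polarization drops; 0% = enzyme with DMSO and 100% = wells lacking pPAFAH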
# PREPL inh: human PREPL enzyme inhibition | AID 2751 | recombinant PREPL, fluorescence polarization activity-based probe | actives 0.68% (n = 320,000) | Q4J6C6 | inhibition, % at 5.96 µM; in the data active = inhibition above about 43%;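 note: 0% = enzyme with DMSO and 100% = wells lacking enzyme; many of its hits are not listed in these tables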
# Target sequence (Q4J6C6 whole entry, looked up): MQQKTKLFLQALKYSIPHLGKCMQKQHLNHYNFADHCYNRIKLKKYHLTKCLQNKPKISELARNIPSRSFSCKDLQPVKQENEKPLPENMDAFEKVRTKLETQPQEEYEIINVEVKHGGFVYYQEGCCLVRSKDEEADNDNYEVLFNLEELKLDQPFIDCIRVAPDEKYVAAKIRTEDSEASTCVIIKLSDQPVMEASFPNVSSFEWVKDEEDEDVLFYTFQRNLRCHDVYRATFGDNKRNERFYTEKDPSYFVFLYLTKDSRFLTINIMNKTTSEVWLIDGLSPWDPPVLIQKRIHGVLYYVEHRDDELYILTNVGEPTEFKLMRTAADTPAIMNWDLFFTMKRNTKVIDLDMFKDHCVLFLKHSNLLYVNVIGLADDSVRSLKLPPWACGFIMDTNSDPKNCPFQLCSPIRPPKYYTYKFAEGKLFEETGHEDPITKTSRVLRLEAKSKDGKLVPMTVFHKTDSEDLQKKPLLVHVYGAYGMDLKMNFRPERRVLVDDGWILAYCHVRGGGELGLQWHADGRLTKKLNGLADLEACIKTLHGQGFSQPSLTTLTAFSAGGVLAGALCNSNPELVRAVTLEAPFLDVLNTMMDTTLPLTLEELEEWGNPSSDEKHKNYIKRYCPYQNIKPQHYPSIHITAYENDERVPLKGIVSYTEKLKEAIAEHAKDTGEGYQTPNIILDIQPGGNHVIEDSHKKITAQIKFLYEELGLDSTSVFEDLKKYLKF
# LYPLA1 counter: counter-screen for PME1 inhibitors: inhibitors of human LYPLA1; O75608; recombinant LYPLA1, FP-Rh probe fluorescence polarization; inhibition, % at 5.9 µM; actives 0.16% (n = 320,000); AID 2174;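 active = inhibition above the mean of all tested compounds plus 3 SD, set per campaign, cut at about 14% in these data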;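 note: inhibitors block serine hydrolase probe labeling of LYPLA1 so polarization falls; 0% = enzyme with DMSO and 100% = wells lacking LYPLA1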
# PAD4 inh: inhibitors of human PAD4; inhibition, % at 6.36 µM; recombinant PAD4, RCA probe fluorescence polarization; actives 0.41% (n = 330,000);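 active = percent inhibition above a cutoff equal to the mean of all tested compounds plus 3 SD, cut at about 15% in these data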;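 note: 0% = PAD4 with RCA probe and DMSO and 100% = probe without PAD4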
# PAFAH1B3 inh: blocks human PAF acetylhydrolase 1B catalytic subunit 3. Q15102. recombinant PAFAH1B3, FP-rhodamine probe, fluorescence polarization. inhibition, % at 3.39 µM. actives 0.28% (n = 340,000);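 active = inhibition above the screen-wide average of all tested compounds plus 3 SD, cut at about 25% in these data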;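 note: 0% = enzyme with DMSO only and 100% = wells lacking PAFAH1B3 protein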
# LYPLA2 counter: counter-screen for PME1 inhibitors: inhibitors of human LYPLA2; recombinant LYPLA2, FP-Rh probe fluorescence polarization; inhibition, % at 5.9 µM; actives 0.38% (n = 320,000);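 active = inhibition above the screen-wide mean plus 3 SD, limit set per campaign, cut at about 26% in these data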;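 note: 0% = LYPLA2 with DMSO and 100% = wells lacking LYPLA2 enzyme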
# Target sequence (O95372 whole entry, looked up): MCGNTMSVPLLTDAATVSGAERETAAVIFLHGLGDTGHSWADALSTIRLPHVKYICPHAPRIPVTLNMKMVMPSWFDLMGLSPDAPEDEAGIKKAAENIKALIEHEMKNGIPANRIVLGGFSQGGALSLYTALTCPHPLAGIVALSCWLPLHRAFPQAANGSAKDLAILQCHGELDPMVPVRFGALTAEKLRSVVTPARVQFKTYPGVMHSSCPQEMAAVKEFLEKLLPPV
# PAFAH1B2 inh: PAFAH1B2 (human) inhibition; inhibition, % at 3.39 µM; actives 1.2% (n = 340,000); recombinant PAFAH1B2, FP-rhodamine activity probe, fluorescence polarization; AID 492953;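 active = inhibition above the mean of all tested compounds plus 3 SD, cut at about 24% in these data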;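 note: 0% = enzyme with DMSO and 100% = wells lacking PAFAH1B2; many of its hits are not listed in these tables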
# PME-1 inh: blocks human protein phosphatase methylesterase 1; recombinant PME-1, FP-Rh probe fluorescence polarization; inhibition, % at 5.9 µM; Q9Y570; actives 0.53% (n = 320,000);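 active = inhibition above the campaign mean of all compounds plus 3 SD, cut at about 26% in these data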;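 note: competitive labeling of PME-1 active site by serine hydrolase directed probe; 0% = PME-1 with DMSO and 100% = wells lacking PME-1 enzyme; inhibitors block probe labeling so polarization falls and inhibition rises; many of its hits are not listed in these tables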
# GSTO1 inh: counter-screen for RBBP9 inhibitors: inhibitors of human GSTO1 | P78417 | recombinant GSTO1, activity-based probe fluorescence polarization | inhibition, % at 5.96 µM | actives 1.1% (n = 300,000) | AID 1974;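 active = inhibition above the campaign mean inhibition plus 3 SD, cut at about 35% in these data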;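 note: 0% = GSTO1-1 with DMSO and 100% = wells lacking GSTO1-1 enzyme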
# An asterisk follows results filed as active; . = no result given. A portion of the library; count on the stated rates, not on these rows.
SMILES,pPAFAH FP inh,PREPL inh,LYPLA1 counter,PAD4 inh,PAFAH1B3 inh,LYPLA2 counter,PAFAH1B2 inh,PME-1 inh,GSTO1 inh
CCOc1cc(N2CCOCC2)c(OCC)cc1NC(=O)c1oc2ccccc2c1C,4,-4,0,0,3,-8,1,5,-3
COc1ccc([N+](=O)[O-])cc1Nc1ncnc2ccccc12,0,-7,-3,-1,-4,0,3,2,0
Cc1ccc(CNC(=O)C2CC(c3ccccc3C(F)(F)F)=NO2)cc1 (stereo unspecified),6,-1,4,4,-2,6,6,6,-2
Cc1cc(C)cc(C(=O)Nc2cccnc2)c1,1,5,0,0,8,1,10,-3,4
Cc1cc(Nc2ccc([N+](=O)[O-])cc2)nc2ccccc12,-2,-4,-14,-4,-17,-22,-7,-7,-6
Cc1cc(Br)cc(C)c1OCC(=O)NNC(=O)c1cccs1,7,-3,2,0,4,9,4,7,-5
O=C(CN1C(=O)C(=O)N(CCC2=CCCCC2)C1=O)Nc1ccc(F)cc1F,1,5,.,-3,4,.,17,.,.
CC1(C)Cc2c(c(-c3ccccc3Cl)[nH]c(=O)c2C#N)CO1,7,6,-4,-4,4,0,5,-3,2
Cc1oc(C(N)=O)cc1COc1ccc(C(N)=O)cc1,0,-8,3,-1,-9,2,3,4,3
COc1ccc(OC(=O)c2ccc(Cl)cc2)c(C(C)=O)c1,6,11,-2,-9,-1,0,-2,-3,-3
CC(O)[C@H]1CN=C(N)N1CC1CCCCC1 (stereo partly specified),-3,2,2,1,9,-6,7,-1,2
CC(=O)c1sc(NC(=O)CSC(C)C(=O)Nc2cc(C)on2)nc1-c1ccccc1 (stereo unspecified),-2,2,2,3,6,2,9,2,12
CCCCN(C)CCN1C(=O)C2C(C(=O)Nc3ccc(Cl)cc3)C3C=CC2(O3)C1C(=O)NC1CCCCC1 (stereo unspecified),2,26,-3,1,9,-1,5,2,1
CC(=O)N1CCc2cc(S(=O)(=O)NC(CC(C)C)C(=O)N3CCn4c3nc3ccccc34)ccc21 (stereo unspecified),2,-8,2,4,4,1,4,5,1
Cn1nc2c3ccccc3n(Cc3ccc(F)cc3)c2nc1=S,9,4,0,-1,3,4,4,3,5
Cc1ccc(C(=O)O)cc1S(=O)(=O)NCC1CCCO1 (stereo unspecified),-2,2,0,-2,0,-2,-1,3,-1
NS(=O)(=O)c1ccc(CCNC(=O)c2cccc(OC(F)F)c2)cc1,1,-10,1,-4,11,6,7,6,-1
O=C(c1ccc(Sc2ccccc2)c([N+](=O)[O-])c1)N1CCOCC1,6,3,-3,1,6,0,11,5,-1
C=CCn1cnc2c(c1=O)c1nc3ccccc3nc1n2/N=C/c1cccc(OC)c1OC,11,1,-1,0,-1,7,2,-6,-4
O=C(Cc1ccccc1)NNC(=O)c1ccc(NC(=O)c2ccccc2)cc1,0,-5,-4,-6,0,-1,-5,-12,-3
O=C(NCc1ccco1)C(c1ccncc1)N(C(=O)Cn1nnc2ccccc21)c1ccccc1F (stereo unspecified),2,-6,3,4,3,0,0,4,0
COc1ccc(CC(=O)NCc2cccc(CNC(=O)Cc3ccc(OC)c(OC)c3)c2)cc1OC,6,-1,0,-1,6,3,0,6,4
C(=N\Nc1nc2ccccc2s1)/c1cccs1,7,42,1,2,12,4,0,22,0
Cc1ccc(C)c(/C=N/Nc2nc3ccccc3c(=O)n2O)c1,0,9,-2,-1,.,1,.,2,-7
COc1ccccc1N1CCN(C2CCCN(Cc3ccc(Cl)cc3)C2)CC1 (stereo unspecified),2,0,2,0,-5,5,-6,1,10
# Further entries.
SMILES,pPAFAH FP inh,PREPL inh,LYPLA1 counter,PAD4 inh,PAFAH1B3 inh,LYPLA2 counter,PAFAH1B2 inh,PME-1 inh,GSTO1 inh
CCOC(=O)C1=C(N)OC2=C(C(=O)CC(C)(C)C2)C1C1CCCCC1 (stereo unspecified),3,7,4,-5,3,0,4,7,0
Cc1ccc(C)c(/C=N/NC(=S)NC(C)C)c1,3,-1,-4,-1,-6,-5,0,6,-7
O=C(CSc1ncn[nH]1)N1N=C2/C(=C/c3ccco3)CCCC2C1c1ccco1 (stereo unspecified),8,27,3,0,4,1,2,2,-7
CCOC(=O)C1CCN(c2ncnc3c2nnn3Cc2ccccc2Cl)CC1,5,4,28*,-1,3,48*,0,9,-10
COc1cccc(N2CC(C(=O)Nc3nnc(SCC(=O)NCc4ccco4)s3)CC2=O)c1 (stereo unspecified),5,-1,-5,-2,-7,-7,-6,7,-1
CCCCCCn1c(=O)[nH]c2nc3cc(N)ccc3nc2c1=O,11,20,1,13,.,7,.,30*,0
CC1Sc2ccc(S(=O)(=O)N3CCC(C(=O)Nc4ccc(Cl)cc4)CC3)cc2NC1=O (stereo unspecified),-3,-2,-27,-19,-7,-50,-4,-22,-7
FC(F)(F)c1cccc(NC(=S)NCCN2CCOCC2)c1,3,0,-1,-3,8,3,0,-8,-4
COc1ccc(-c2csc(NC(=O)Cc3ccccc3)n2)cc1OC,11,15,0,3,11,4,3,3,3
COc1ccccc1CNCc1cc(Br)ccc1OC,4,2,1,-5,0,-4,4,1,-2
COc1cccc2c1Oc1ncccc1N(C(=O)CCC(=O)NCc1ccccc1)C2,-5,1,1,0,-5,5,-1,-2,-7
CCN(CC)C(=O)Cn1nc(C)c2ccccc2c1=O,4,-2,-1,-1,3,3,3,4,-2
Cn1c(C=O)c(-c2ccc3cc[nH]c3c2)c2ccccc21,3,23,-1,-4,4,-4,-4,-4,.
O=C(NCCN1CCOCC1)c1c(O)nc2sccn2c1=O,1,11,1,-3,1,6,5,2,3
O=C1OC(COc2ccc(Br)cc2)CN1c1ccccc1 (stereo unspecified),-2,3,1,-1,6,-5,7,6,-12
COc1ccccc1-c1nc(-c2ccc(Br)o2)no1,1,14,-1,3,8,-2,-1,5,2
O=C(CCc1nnc(CCCCc2ccccc2)o1)NC(c1cccnc1)C(F)(F)F (stereo unspecified),17,1,0,-1,3,4,0,0,3
COc1cc(Br)c(CCNC(=O)c2ccco2)cc1OC,-5,2,-4,3,-1,-4,3,-7,1
CCN1CCN(S(=O)(=O)c2ccc(Cl)c(C(=O)N(C)Cc3ccc(Cl)cc3Cl)c2)CC1,7,20,3,0,-6,1,2,12,0
Cc1ccc(C(=O)N2CCN(c3ccc([N+](=O)[O-])c(NCc4cccnc4)c3)CC2)cc1,5,30,3,-1,2,8,4,-1,1
COc1ccccc1-c1nnc(SCC(=O)Nc2oc(C)c3c(C)n[nH]c(=O)c23)n1C,0,20,1,2,1,-2,-1,3,-2
O=C(O)CN1c2cccc3cccc(c23)S1(=O)=O,13,-3,3,3,8,2,2,8,23
COc1cccc(OCc2nnc(SCC(=O)NCc3ccco3)n2C)c1,3,20,-1,0,3,2,-2,-3,-5
O=C(c1nn(-c2ccccc2)c(=O)c2ccccc12)N1CCN(c2ncccn2)CC1,2,2,-3,-1,5,-5,5,10,6
CSc1cccc(CN2CCCC(CNC(=O)c3ccc(F)cc3)C2)c1 (stereo unspecified),0,-15,2,1,3,2,2,0,-4
# More entries
SMILES,pPAFAH FP inh,PREPL inh,LYPLA1 counter,PAD4 inh,PAFAH1B3 inh,LYPLA2 counter,PAFAH1B2 inh,PME-1 inh,GSTO1 inh
CCCCCn1c(SCC(=O)OCC)nc2cc(C(=O)N3CCC(C(N)=O)CC3)ccc2c1=O,4,31,10,3,5,9,-1,6,2
Cc1cc(OC(C)C(=O)NC(Cc2c[nH]c3ccc(O)cc23)C(=O)O)c2c(C)cc(=O)oc2c1 (stereo unspecified),1,18,-1,-3,-1,-1,5,4,-2
N#Cc1nc(-c2ccccc2F)oc1N1CCN(C(=O)c2ccco2)CC1,10,12,6,-1,4,10,-1,-1,3
COc1ccc(-n2c(SC(CN3CCCCC3)CN3CCCC3=O)nc3ccccc3c2=O)cc1 (stereo unspecified),3,22,0,-7,11,8,4,-7,2
COc1ccc(NC(=O)CN2CCN(C3c4ccccc4-c4ccccc43)CC2)c(OC)c1,2,-4,-1,-5,0,-1,3,-3,0
O=C(O)COc1ccc(/C=C/C(=O)c2ccc3ccccc3c2)cc1,-4,8,-2,4,-3,-2,11,-4,-5
Cc1nc(-c2nnc(SCC(=O)Nc3cc(C(F)(F)F)cc(C(F)(F)F)c3)n2C)cs1,2,0,-4,3,10,-7,8,1,9
Cc1c(/C=C/C(=O)c2cccs2)cnn1C,-1,6,-3,-1,11,3,-3,-7,3
CCOC(=O)c1ccc(NC(=O)C(=O)NCC2CCCO2)cc1 (stereo unspecified),-5,-17,0,-1,5,6,0,-6,0

# Another view of some results above:
compound | pPAFAH FP inh | PREPL inh | LYPLA1 counter | PAD4 inh | PAFAH1B3 inh | LYPLA2 counter | PAFAH1B2 inh | PME-1 inh | GSTO1 inh
COc1cc(Br)c(CCNC(=O)c2ccco2)cc1OC | -5 | 2 | -4 | 3 | -1 | -4 | 3 | -7 | 1
CCN1CCN(S(=O)(=O)c2ccc(Cl)c(C(=O)N(C)Cc3ccc(Cl)cc3Cl)c2)CC1 | 7 | 20 | 3 | 0 | -6 | 1 | 2 | 12 | 0
Cc1ccc(C(=O)N2CCN(c3ccc([N+](=O)[O-])c(NCc4cccnc4)c3)CC2)cc1 | 5 | 30 | 3 | -1 | 2 | 8 | 4 | -1 | 1
COc1ccccc1-c1nnc(SCC(=O)Nc2oc(C)c3c(C)n[nH]c(=O)c23)n1C | 0 | 20 | 1 | 2 | 1 | -2 | -1 | 3 | -2
O=C(O)CN1c2cccc3cccc(c23)S1(=O)=O | 13 | -3 | 3 | 3 | 8 | 2 | 2 | 8 | 23
COc1cccc(OCc2nnc(SCC(=O)NCc3ccco3)n2C)c1 | 3 | 20 | -1 | 0 | 3 | 2 | -2 | -3 | -5
O=C(c1nn(-c2ccccc2)c(=O)c2ccccc12)N1CCN(c2ncccn2)CC1 | 2 | 2 | -3 | -1 | 5 | -5 | 5 | 10 | 6
CSc1cccc(CN2CCCC(CNC(=O)c3ccc(F)cc3)C2)c1 (stereo unspecified) | 0 | -15 | 2 | 1 | 3 | 2 | 2 | 0 | -4
CCCCCn1c(SCC(=O)OCC)nc2cc(C(=O)N3CCC(C(N)=O)CC3)ccc2c1=O | 4 | 31 | 10 | 3 | 5 | 9 | -1 | 6 | 2
Cc1cc(OC(C)C(=O)NC(Cc2c[nH]c3ccc(O)cc23)C(=O)O)c2c(C)cc(=O)oc2c1 (stereo unspecified) | 1 | 18 | -1 | -3 | -1 | -1 | 5 | 4 | -2
N#Cc1nc(-c2ccccc2F)oc1N1CCN(C(=O)c2ccco2)CC1 | 10 | 12 | 6 | -1 | 4 | 10 | -1 | -1 | 3
COc1ccc(-n2c(SC(CN3CCCCC3)CN3CCCC3=O)nc3ccccc3c2=O)cc1 (stereo unspecified) | 3 | 22 | 0 | -7 | 11 | 8 | 4 | -7 | 2
COc1ccc(NC(=O)CN2CCN(C3c4ccccc4-c4ccccc43)CC2)c(OC)c1 | 2 | -4 | -1 | -5 | 0 | -1 | 3 | -3 | 0
O=C(O)COc1ccc(/C=C/C(=O)c2ccc3ccccc3c2)cc1 | -4 | 8 | -2 | 4 | -3 | -2 | 11 | -4 | -5
